Screening data: PubChem BioAssay, several laboratories
ASAP1 GAP inh – inhibitors of human ASAP1 ArfGAP activity; Q9ULH1; inhibition, % at 16.5 µM; AID 624377; ASAP1-stimulated ARF1 GTP hydrolysis, GDP FP detection; 0.19% of 360,000 active; in the data active = inhibition above about 25%;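 note: 0% = vehicle with enzyme and substrate and 100% = no enzyme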
NPR2 activator – GC-B (human) receptor activation | activation, % at 10 µM | 0.11% of 370,000 active | HEK293-GC-B cells, CNP EC30, cGMP TR-FRET; 0% at EC30 CNP, 100% saturating CNP;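 active = activation at 10 µM reaching about 35% in either raw or pattern-adjusted values, limit read from the data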
Target sequence (P20594 whole entry, looked up): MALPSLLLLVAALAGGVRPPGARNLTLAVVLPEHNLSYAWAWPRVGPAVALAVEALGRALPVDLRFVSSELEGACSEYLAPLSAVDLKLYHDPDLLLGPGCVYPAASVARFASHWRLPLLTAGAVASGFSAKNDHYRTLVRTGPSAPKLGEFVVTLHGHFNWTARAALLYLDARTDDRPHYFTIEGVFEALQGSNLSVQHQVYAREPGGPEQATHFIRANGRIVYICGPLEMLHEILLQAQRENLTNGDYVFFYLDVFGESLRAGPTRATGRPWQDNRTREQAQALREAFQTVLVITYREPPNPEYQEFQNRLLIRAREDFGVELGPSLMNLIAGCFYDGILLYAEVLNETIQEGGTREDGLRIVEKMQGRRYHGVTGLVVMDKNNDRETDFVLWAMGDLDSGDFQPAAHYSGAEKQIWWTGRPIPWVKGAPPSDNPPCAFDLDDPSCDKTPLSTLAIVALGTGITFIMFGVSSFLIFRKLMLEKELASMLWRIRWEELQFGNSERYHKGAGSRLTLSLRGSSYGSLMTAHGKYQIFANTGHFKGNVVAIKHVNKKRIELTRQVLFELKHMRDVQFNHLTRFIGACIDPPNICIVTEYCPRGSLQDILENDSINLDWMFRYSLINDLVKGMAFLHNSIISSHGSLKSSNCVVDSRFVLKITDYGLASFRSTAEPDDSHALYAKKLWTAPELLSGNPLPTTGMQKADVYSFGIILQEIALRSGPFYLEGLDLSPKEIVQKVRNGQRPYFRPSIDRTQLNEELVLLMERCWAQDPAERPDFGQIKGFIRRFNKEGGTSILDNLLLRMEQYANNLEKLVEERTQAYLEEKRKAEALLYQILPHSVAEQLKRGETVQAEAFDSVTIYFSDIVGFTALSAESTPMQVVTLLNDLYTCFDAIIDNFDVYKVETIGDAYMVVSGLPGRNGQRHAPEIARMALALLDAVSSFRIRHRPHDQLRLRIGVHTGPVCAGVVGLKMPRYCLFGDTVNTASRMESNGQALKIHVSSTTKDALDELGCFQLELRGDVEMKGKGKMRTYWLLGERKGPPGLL
NPR1 activator – GC-A (human) enzyme activation | HEK293 GC-A cells, cGMP TR-FRET, EC30 ANP; 0% at EC30 ANP, 100% saturating ANP | activation, % at 10 µM | 0.14% of 370,000 active | AID 1671463; in the data active = activation above about 40%
ARFGAP1 inhibitor – inhibits rat ARF GTPase activating protein 1; Arfgap1-stimulated ARF1 GTP hydrolysis, GDP FP detection; 0.26% of 360,000 active; inhibition, % at 16.5 µM;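 active = inhibition above a per-plate limit, mean inhibition of low control wells plus 3 SD, cut at about 25% in these data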;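 note: 0% = DMSO wells with enzyme and 100% = wells lacking Arfgap1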
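material = rat Arfgap1 catalytic domain, aa 1-136 | also added = human ARF1(Δ1-17)-GTP substrate | compound dosing = one concentration, 16.5 µM, DMSO 1.26% | times = GTP hydrolysis reaction 2 h at 25 °C | measured by = FP, GDP Alexa 633 tracer displaced from anti-GDP antibody, 620/688 nm | evaluation = percent inhibition of Arfgap1-stimulated GTP hydrolysis | replication = single well per compound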
DDE Tn6 FP inh – disrupts Tn6 cyclic peptide binding to fibrin D-Dimer-E complex | Fibrin DD(E) TRITC-Tn6 fluorescence polarization displacement | inhibition, % at 8.3 µM | 0.21% of 370,000 active;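 active = inhibition above a per-campaign cutoff: mean of compounds within control limits plus 3 SD, cut at about 15% in these data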;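 note: 0% = median of all compound wells on the plate and 100% = blocking peptide control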
KLK7 zymogen act – proKLK7 (human) activation, primary screen; purified proKLK7, EDANS-DABCYL substrate fluorescence; 100% is mature enzyme control, 0% vehicle; 0.9% of 370,000 active; activation, % at 7 µM; AID 652039;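 active = activation above the mean of all tested compounds plus 3 SD, computed per campaign excluding outliers beyond control limits, cut at about 13% in these data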
sPLA2-III inh – Blocks human group III sPLA2 activity | Q9NZ20 | QFRET BODIPY PC-A2 liposome hydrolysis, fluorescence | inhibition, % at 12.2 µM | 0.56% of 370,000 active;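 active = inhibition above mean plus 3 SD of compounds lying within the high and low control bounds, cut at about 19% in these data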;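 note: 0% = median of test compound wells and 100% = no enzyme DMSO wells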
GAA850 FXN act – activators of GAA850 frataxin (FXN) promoter | HEK293 lucGAA850 FXN promoter luciferase reporter, 24 h; percent of 10 µM SAHA response | activation, % at 6 µM | 0.56% of 360,000 active | AID 540364;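 active = activation above the average of all compounds screened plus 3 SD, cutoff fixed separately per campaign, cut at about 7.5% in these data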;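 note: 0% = DMSO wells and 100% = 10 µM SAHA wells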
rCAG RNA binder – binds r(CAG) RNA repeats; inhibition, % at 3 µM; 1.3% of 370,000 active; r(CAG) RNA repeat, TO-PRO-1 dye displacement fluorescence;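 active = inhibition above the plate cutoff, the mean of all test compounds on that plate plus 3 SD, cut at about 35% in these data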;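 note: 0% = DMSO alone and 100% = 100 µM mitoxantrone as full dye displacement; higher means more dye released from RNA so lower well fluorescence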
ADAM10 inh – inhibitors of human ADAM10; recombinant ADAM10, EDANS/DABCYL FRET peptide cleavage, 3 h; inhibition, % at 7 µM; O14672; 0.62% of 370,000 active;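 active = inhibition above a per-campaign cutoff equal to the mean of compounds falling between control-based bounds plus 3 SD, cut at about 20% in these data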;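 note: 0% = DMSO wells while the 100% control is not disclosed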
The depositor's hits bear a star; . = not tested or not shown.

SMILES	ASAP1 GAP inh	NPR2 activator	NPR1 activator	ARFGAP1 inhibitor	DDE Tn6 FP inh	KLK7 zymogen act	sPLA2-III inh	GAA850 FXN act	rCAG RNA binder	ADAM10 inh
CCOc1ccccc1NC(=O)C1C2C=CC(C2)C1C(=O)O (stereo not drawn)	8	4	5	5	-12	0.3	0	0.5	2	-3
CCS(=O)(=O)N1CCC(C(=O)NCCc2ccc(OC)c(OC)c2)CC1	-7	-2	2	-6	-4	0.1	3	2.6	-2	-2
Cc1ccc(-n2nnnc2SCC(=O)NC(=O)Nc2ccc3c(c2)OCCO3)cc1	3	-1	3	6	3	0.9	-60	0.2	1	-5
Cc1ccc(Nc2nnc(SCC(=O)c3ccc(Br)s3)s2)c(C)c1	-2	2	2	-3	-5	-0.1	-52	3.1	10	24*
COc1ccc(C(=O)N(C)C(C)c2nccs2)cc1OC1CCN(C(C)=O)CC1 (stereo not drawn)	-3	0	0	0	7	0.1	1	1.2	1	3
Cc1ccc(S(=O)(=O)Nc2cccc3c2CCCC3)cc1	-2	2	-3	1	0	0.9	-5	1.3	-1	11
COc1ccccc1/C=N/NC(=O)c1sc(C)nc1C	3	-1	-2	0	-4	1.0	2	1.2	5	-3
N#Cc1nc(-c2cccs2)oc1N1CCN(c2ccccc2)CC1	-40	-7	-1	7	-1	1.8	3	2.6	3	-41
Cc1ccc(S(=O)(=O)Nc2ccccc2N2CCOCC2)cc1	11	-3	-7	13	6	-0.3	0	-3.2	-6	4
COCCn1c(SCC(=O)Nc2cccc(S(N)(=O)=O)c2)nc2cc(Cl)ccc2c1=O	-12	-15	-25	2	10	0.0	-11	1.4	8	-9
CC(C)Sc1nc(N2CCCC2)c2c(c1C#N)CC(C)(C)OC2	0	0	10	13	2	-0.4	2	2.4	-1	-7
C=CC(=O)N=c1sc2ccccc2n1-c1ccccc1	10	-22	-45	4	-10	-0.1	1	-3.4	-7	-2
CC(c1n[nH]c(=S)n1-c1ccccc1)N1CCCCC1 (stereo not drawn)	0	7	0	-7	-1	0.0	3	3.6	-2	-1
Cc1ccc(NC(=O)CN(C)C(=O)c2ccc(NS(=O)(=O)c3cccc([N+](=O)[O-])c3)cc2)cc1	-13	0	2	12	-3	-0.3	-28	3.0	25	-2
COc1cc(C(N)=O)cc(Cl)c1OC	-5	1	0	0	5	-0.2	2	1.0	-1	-1

Four structures out of the list, sorted by SMILES length, largest number first:
SMILES	ASAP1 GAP inh	NPR2 activator	NPR1 activator	ARFGAP1 inhibitor	DDE Tn6 FP inh	KLK7 zymogen act	sPLA2-III inh	GAA850 FXN act	rCAG RNA binder	ADAM10 inh
Cc1ccc(-n2nnnc2SCC(=O)NC(=O)Nc2ccc3c(c2)OCCO3)cc1	3	-1	3	6	3	0.9	-60	0.2	1	-5
Cc1ccc(S(=O)(=O)Nc2ccccc2N2CCOCC2)cc1	11	-3	-7	13	6	-0.3	0	-3.2	-6	4
Cc1ccc(S(=O)(=O)Nc2cccc3c2CCCC3)cc1	-2	2	-3	1	0	0.9	-5	1.3	-1	11
COc1cc(C(N)=O)cc(Cl)c1OC	-5	1	0	0	5	-0.2	2	1.0	-1	-1

The results go on.
SMILES	ASAP1 GAP inh	NPR2 activator	NPR1 activator	ARFGAP1 inhibitor	DDE Tn6 FP inh	KLK7 zymogen act	sPLA2-III inh	GAA850 FXN act	rCAG RNA binder	ADAM10 inh
CCCNC(=O)C1(C)CCCN(C(=O)c2ccc(OC(F)F)cc2)C1 (stereo not drawn)	-2	3	3	-2	-4	-0.3	13	-1.5	0	-16
COc1ccc(-c2ccc3c(c2)S(=O)(=O)c2cccc(C(=O)O)c2C3=O)cc1OC	-5	2	4	3	7	0.8	4	-0.2	5	9
COC(=O)c1c(NC(=O)C2C3CCC(O3)C2C(=O)O)sc2c1CCCCCC2 (stereo not drawn)	-1	5	3	-4	-5	0.9	0	2.3	33	-9
C=CCn1c(=S)[nH]c2cc(C(=O)Nc3ccc(OC)c(OC)c3)ccc2c1=O	3	13	16	-1	2	0.4	7	-1.8	5	3
NC(=O)C1CCN(C(=O)c2ccc3ccccc3c2)CC1	-4	3	-2	-13	-4	-0.1	3	-0.3	-2	-6
O=C(c1ccc(Cl)cc1)C(Cn1cncn1)C(Sc1ccccc1)c1ccccc1 (stereo not drawn)	6	-6	-4	5	-10	-0.9	-20	-6.8	-1	8
CN(C)c1cccc(CNC(=O)c2ccc3sc([C@@H]4O[C@H](CO)[C@H](O)[C@H](O)[C@H]4O)nc3c2)c1	5	-1	-5	9	5	0.3	0	2.7	2	-6
O=C(OCCCc1cc2ccccc2c(=O)o1)c1ccc2c(c1)OCO2	2	1	-1	-2	0	-0.5	1	3.0	-8	-2
Cc1cc(C)c(NC(=O)C2CC(=O)N(c3ccc4c(c3)OCCO4)C2)c(C)c1 (stereo not drawn)	15	-1	-1	4	-2	0.6	-10	-5.5	6	3
O=c1cc(-c2ccccc2)[nH]c2ccccc12	-13	-1	1	5	1	0.0	-2	4.5	1	-13
COc1ccc(Cl)c(-c2cc(C(=O)NCc3ccco3)[nH]n2)c1	-6	0	9	-8	-2	0.4	-1	2.3	4	-2
CCOC(=O)/C=C1/SCC(=O)N1CC(=O)Nc1ccccc1OC(F)F	2	-1	1	11	-1	0.3	-16	-0.7	2	7
CC(=O)c1ccccc1NC(=O)CN1C(=O)CS/C1=C\c1nc(-c2ccc(C)cc2)cs1	0	-1	-3	7	-1	0.7	-6	0.5	13	17
COc1ccc(/C=N/NC(=O)c2cccc([N+](=O)[O-])c2)c2ccccc12	5	-7	0	13	-3	-0.2	4	7.1	0	-3
Cc1ccc(NC(=O)CN(C)C(=O)Cn2nnc(-c3ccccc3C)n2)cc1	1	2	3	-18	6	0.1	-20	1.0	3	6
COc1cc(CC(NC(C)=O)C(=O)NC2CCN(C(=O)Nc3ccccc3C)CC2)cc(OC)c1 (stereo not drawn)	-1	0	-3	12	6	-0.6	0	-1.7	-5	5
CC(C)n1c(SC2CCOC2=O)nc2ccccc21 (stereo not drawn)	1	13	11	-16	4	0.9	-2	-0.8	1	-1
COc1cc(NC(=O)COn2nnc3ccc(S(C)(=O)=O)cc32)cc(OC)c1	-11	-4	1	-1	-9	0.1	-1	0.8	0	-10
CCOC(=O)N1CCN(CC(O)COc2ccc(C)c(C)c2)CC1 (stereo not drawn)	10	4	2	-8	2	-0.4	9	0.5	-10	-4
Cc1cc(F)ccc1S(=O)(=O)N1CCCOC1CNC(=O)C(=O)NCC(C)C (stereo not drawn)	-13	3	0	-4	7	0.9	0	0.5	-4	4
Cc1ccn2c(=O)nc(SCC(=O)NCc3ccc4c(c3)OCO4)nc2c1	-7	4	2	13	5	0.1	0	-0.6	2	-3
CSCCC(Nc1ncnc2ccc(Br)cc12)C(=O)O (stereo not drawn)	-10	12	17	-2	3	-0.3	1	-2.3	1	-1
Nc1ccc(S(=O)(=O)Nc2nccc(/C=C/c3ccc(Br)s3)n2)cc1	-4	-3	0	34*	1	0.1	-25	1.6	20	4
N#Cc1ccccc1C[C@H](N)C(=O)NC[C@H]1O[C@@H](n2cnc3c(N)ncnc32)[C@H](O)[C@@H]1O	1	-1	-3	8	5	-0.7	10	.	3	-6
c1ccc2c3n(nc2c1)CCCO3	0	3	0	4	6	-0.5	8	0.6	2	-18
CO/N=C/CC(=O)c1cnc(-c2ccc(Cl)cc2)s1	0	-5	37	17	-6	-0.5	-5	5.3	10	-8
Cc1cccc(NC(=O)c2cc(=O)n(Cc3ccccc3)c(=O)[nH]2)c1	5	-4	-2	3	5	0.3	2	-0.9	5	-9
O=C(CCS(=O)(=O)c1cccc2nsnc12)N1CCN(C(=O)c2ccco2)CC1	-2	2	-2	3	9	-0.1	5	-0.7	-1	-10
Oc1cccc2ccc(N3CCOCC3)nc12	-2	0	4	2	-12	1.3	-4	2.4	2	-130
COCCn1c(SCC(=O)c2ccc3c(c2)OCCO3)nnc1-c1ccco1	-1	-6	-3	2	-4	0.0	-18	1.8	0	4
CCn1cc(CNCc2cn(-c3ccccc3C)nc2-c2ccc(OC)c(F)c2)cn1	-6	-3	2	4	4	0.8	-3	0.1	-5	-4
Cc1noc(C)c1Cc1c(Cl)cccc1Cl	-1	0	-2	-5	5	0.1	-1	0.9	-3	1
Cc1ccc(C(=O)OCC(=O)N2CCCC2)cc1	3	3	4	0	-7	-0.1	5	2.8	-1	-14
O=C1CC(c2ccccc2)=C(c2ccccc2)C1c1ccccc1 (stereo not drawn)	3	-4	-8	2	-2	-0.1	-31	0.5	3	2
COc1ccc(N(CC(=O)NCc2ccncc2)S(=O)(=O)c2ccccc2[N+](=O)[O-])c(OC)c1	7	-5	-2	-3	6	-0.1	2	1.1	2	3
COC(=O)c1ccc(CNC(=O)c2cc3ccccc3oc2=O)cc1	19	1	-6	0	-1	-0.1	3	1.2	-4	-2
CCc1ccc(NC(=O)CSc2ccc(-c3sc(C)nc3C)nn2)cc1	4	-2	2	8	-3	0.1	-21	-0.3	-1	5
Cc1ccc(Cl)cc1N1CCN(CC(O)COCc2ccco2)CC1 (stereo not drawn)	-3	2	1	8	1	0.6	-2	1.1	-10	2
CC(C)Cc1nnc(NC(=O)CCN2C(=O)c3ccccc3C2=O)s1	-6	-3	-2	-17	5	-0.5	1	1.4	3	18
COc1ccccc1C(=O)NCc1nnc(SCC(=O)Nc2nccs2)n1C	-4	0	0	10	-1	0.2	2	1.0	1	6
COc1ccccc1NC(=O)c1cccc(S(=O)(=O)N2CCOCC2)c1	8	5	-1	6	1	0.4	-5	2.0	-4	5
O=C(CC(Cc1ccccc1)C(=O)O)NCCc1ccc2c(c1)OCO2 (stereo not drawn)	9	-4	1	-1	-2	0.5	0	0.7	3	4
N=c1c(S(=O)(=O)c2ccccc2)cc2c(=O)n3ccccc3nc2n1C1CCCCC1	4	4	-2	-13	4	0.8	-27	-0.4	1	-8
COc1cccc(N(C(=O)CCl)C(C(=O)NCCc2ccccc2)c2cccs2)c1 (stereo not drawn)	2	-9	-5	-5	1	-0.6	17	-12	3	-8
CCOC(=O)C1=CCN(S(=O)(=O)c2ccc(Cl)cc2)C1c1ccc(Br)cc1 (stereo not drawn)	5	-13	-17	-6	3	0.2	-6	.	10	5
Cc1cc(NS(=O)(=O)c2ccc(NC(=O)c3cnc(Cl)c(Cl)c3)cc2)nc(C)n1	-7	4	0	-3	2	0.4	-21	0.2	12	-4
COc1cc(NC(=O)c2ccc3c(c2)OCCO3)ccc1NC(=O)c1ccco1	-5	-1	-1	12	4	0.7	4	1.5	2	5
CCOC(=O)N1CCC(N2Cc3cccc(C(=O)NCc4ccccn4)c3C2=O)CC1	-8	-6	-1	-9	-1	0.4	-1	2.0	-1	0
COc1ccc(-n2c(Cn3c(=O)sc4ccccc43)nnc2SCC(=O)N2CCOCC2)cc1	-1	1	-1	-6	-7	0.1	13	2.6	1	-13
COc1cc(NC(=O)CSc2nnnn2Cc2ccc3c(c2)OCO3)cc(OC)c1	-5	-6	-6	0	-2	0.0	0	2.8	-2	0
O=C(CCC(=O)Nc1ccc(F)cc1)N/N=C/c1ccc(O)cc1O	-1	2	-2	-7	2	-3.4	-12	1.1	0	-87
